Screening results as filed in PubChem.
Rtt109 Vps75: C. albicans Rtt109 histone acetyltransferase inhibition. purified Rtt109/Vps75, ThioGlo CoA-SH fluorescence, 4 h. actives 0.16% (n = 330,000). inhibition, % at 34.9 µM. Q5AAJ8;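 active = inhibition of at least 50% in every replicate; inconclusive = best replicate reaches 50% inhibition but some replicates fall short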
PfHsp90 yeast 2: growth inhibition of yeast expressing Plasmodium Hsp90. S. cerevisiae expressing PfHsp90, BacTiter-Glo ATP, 48 h; yeast lacking PDR1 and PDR3 efflux regulators. inhibition, % at 9.4 µM. actives 0.32% (n = 310,000);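 active = every replicate shows inhibition above about 80%, whatever the replicate mean, limit read from the data; inconclusive = mean inhibition reaches the set limit but some replicate falls short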;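 also: 0% = DMSO neutral controls and 100% = 20 µM radicicol positive controls; yeast relying on Plasmodium falciparum Hsp90 in place of its own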
NSD2 HMT inh: blocks human histone methyltransferase NSD2; O96028; NSD2 peptide methylation, AlphaScreen, 120 min; inhibition, % at 12.5 µM; actives 0.54% (n = 310,000); AID 743445; in the data active = inhibition above about 50%
MITF TRPM1 HTS: activators of MITF-driven TRPM1 promoter activity in SK-MEL-5 cells; SK-MEL-5 TRPM1-promoter luciferase, 24 h; % of positive control, neutral wells = 0; actives 0.75% (n = 300,000); activation, % at 12.5 µM;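 active = mean activation of at least 80% with every replicate also reaching 80%; inconclusive = mean reaches 80% but some replicate falls short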;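 also: 0% = neutral control wells and 100% = parthenolide positive control wells; values of inactives mirror those of a sister screen read the other way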
CAL PDZ FP-1: inhibitors of human CAL PDZ peptide binding; Q9HD26; purified CAL PDZ, TMR-peptide fluorescence polarization, 1 h; inhibition, % at 20 µM; actives 0.02% (n = 330,000); AID 504414;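 active = highest replicate inhibition of at least 40%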;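 also: plate controls were DMSO neutral control wells for no effect and unlabeled competitor peptide control wells for full effect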
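Test system: purified CerCALP PDZ construct; Compound dosing: one concentration, 20 µM compound; Also added: TMR-labelled reporter peptide T*-PRC34 bound in PDZ groove; Read-out: inhibition from polarization loss; Controls: unlabelled peptide and DMSO controls; Signal: FP readout, S and P plane fluorescence; Incubation: 1 h at RT.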
SR-BI HDL uptake: mouse SR-BI HDL lipid transfer inhibition. AID 488896. ldlA[mSR-BI] CHO cells, DiI-HDL uptake fluorescence, 3 h. actives 0.96% (n = 320,000). Q61009. inhibition, % at 12.5 µM;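 active = mean replicate inhibition of at least 70% and a set share of replicates each scoring 70 or more; inconclusive = meets just one of the two criteria; inactive = fails both criteria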;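 also: 0% = median of neutral control wells and 100% = median of positive control wells; values of inactives mirror those of a sister screen read the other way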
Target sequence (Q61009 whole entry, looked up): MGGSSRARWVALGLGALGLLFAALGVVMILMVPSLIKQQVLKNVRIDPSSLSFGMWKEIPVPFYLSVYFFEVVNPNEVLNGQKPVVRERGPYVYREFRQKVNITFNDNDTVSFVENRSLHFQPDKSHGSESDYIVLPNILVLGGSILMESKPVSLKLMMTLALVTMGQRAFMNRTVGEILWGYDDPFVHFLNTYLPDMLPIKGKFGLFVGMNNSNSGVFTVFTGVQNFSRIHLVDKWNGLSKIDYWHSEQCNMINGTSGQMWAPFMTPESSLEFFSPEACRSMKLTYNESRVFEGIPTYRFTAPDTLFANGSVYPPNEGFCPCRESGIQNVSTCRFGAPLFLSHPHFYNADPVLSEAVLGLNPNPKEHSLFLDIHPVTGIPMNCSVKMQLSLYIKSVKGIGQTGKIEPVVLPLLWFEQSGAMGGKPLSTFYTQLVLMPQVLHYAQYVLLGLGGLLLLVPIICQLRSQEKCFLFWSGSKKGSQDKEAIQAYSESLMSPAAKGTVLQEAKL
PvdQ inh: P. aeruginosa PvdQ acylase inhibition. actives 0.063% (n = 340,000). purified PvdQ acylase, fluorescence plate reader. AID 488965. inhibition, % at 10 µM; in the data active = inhibition above about 30%, passing the limit was not always enough; inconclusive = no clear call, values can overlap the other calls;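 also: 0% = vehicle neutral wells and 100% = reference inhibitor wells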
SR-BI uptake up: activators of SR-BI mediated HDL lipid uptake; CHO ldlA[mSR-BI] cells, DiI-HDL uptake fluorescence, 3 h; 100 = double the neutral-control signal; activation, % at 12.5 µM; actives 0.096% (n = 320,000);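 active = mean replicate activation of at least 60% and every replicate at or above 60%; inconclusive = mean or all-replicate condition met, but not both; inactive = mean below 60% and not all replicates reaching 60%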;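 also: 0% = median plate neutral-control signal and 100% = twice that signal; values of inactives mirror those of a sister screen read the other way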
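Test system: SR-BI-overexpressing, LDLR-lacking CHO cells. Measured by: DiI fluorescence, bottom read. Medium: Ham's F12 with 0.5% BSA, HEPES 25 mM, pH 7.4. Timing: 3 h uptake period with compound, 37 °C.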
dFosB activator: activators of mouse delta FosB homodimer. AID 493131. P13346. activation, % at 25 µM. actives 0.99% (n = 340,000). purified delta FosB, TAMRA-CDK5 oligo fluorescence polarization; percent of positive-control signal above neutral wells;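 active = mean activation above about 17%, with every replicate also reaching it, limit read from the data, passing the limit was not always enough; inconclusive = only one of the two conditions met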;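 also: fluorescence polarization rise as delta FosB binds a TAMRA Cdk5 AP-1 oligo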
Target sequence (P13346 whole entry, looked up): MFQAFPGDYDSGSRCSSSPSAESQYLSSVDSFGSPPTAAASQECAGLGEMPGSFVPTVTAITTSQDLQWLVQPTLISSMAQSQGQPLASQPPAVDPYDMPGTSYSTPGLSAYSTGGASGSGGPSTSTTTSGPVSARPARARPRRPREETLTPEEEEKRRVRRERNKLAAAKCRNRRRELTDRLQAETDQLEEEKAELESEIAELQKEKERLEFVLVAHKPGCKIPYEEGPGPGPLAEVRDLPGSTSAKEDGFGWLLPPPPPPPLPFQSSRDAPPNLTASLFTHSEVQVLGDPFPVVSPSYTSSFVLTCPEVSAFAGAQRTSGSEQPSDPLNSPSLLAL
CAL PDZ FP-2: inhibitors of human CAL PDZ peptide binding | Q9HD26 | purified CAL PDZ, TMR-peptide fluorescence polarization, 1 h | inhibition, % at 24.9 µM | actives 0.92% (n = 300,000) | AID 602252;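 active = mean inhibition of at least 30% with at least half of replicates also reaching 30%; inconclusive = no clear call, values can overlap the other calls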;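 also: 0% = DMSO neutral control and 100% = excess unlabeled competitor peptide PRC23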
* hit, by the source's call; ? = inconclusive; . = not tested or not shown.

SMILES	Rtt109 Vps75	PfHsp90 yeast 2	NSD2 HMT inh	MITF TRPM1 HTS	CAL PDZ FP-1	SR-BI HDL uptake	PvdQ inh	SR-BI uptake up	dFosB activator	CAL PDZ FP-2
C=CCN1C(=O)CC(C(=O)NC)SC1=Nc1ccc(C(=O)OCC)cc1 (configuration not stated)	-4	-10	-3	-2	-0.6	2	-13	-2	-8	-1
COc1cccc(Oc2ccc(C(F)(F)F)cc2NC(=O)CN2C(=O)NC3(CCCC3)C2=O)c1	9	1	-3	-25	-0.3	0	-18	0	45*	-3
COc1ccc(NC(=O)CNC(=O)Cn2cnc3sc(C)c(C)c3c2=O)cc1OC	2	-124	0	3	-1.2	-3	-9	3	7	0
CN(Cc1ccccc1)C(=O)CN1C(=O)NC2(CCCCCCC2)C1=O	-4	.	0	2	0.1	-14	1	14	-5	2
COc1ccccc1NC(=O)OCC#CCOC(=O)Nc1ccccc1OC	-2	-9	-4	2	-1.8	19	-2	-19	-6	-6
N#Cc1ccc(C(=O)NC2CCCc3ccccc32)cc1 (configuration not stated)	3	17	2	-13	0.1	19	-12	-19	-8	-3
O=C(NCc1cccc(Cl)c1)c1ccc(CS(=O)Cc2ccccc2Cl)o1 (configuration not stated)	?	2	5	8	-0.6	0	8	0	-15	-3
COc1ccc2[nH]c(=O)c(CN(CC3CCCO3)C(=O)Nc3ccc(F)cc3)cc2c1 (configuration not stated)	-6	-4	0	-15	-1.4	-4	-8	4	-16	-5
O=C(CCCOc1ccccc1)Nc1ccc(Cl)cn1	.	28	-2	19	-1.8	-4	-4	4	-4	-1
CCN1C(=O)c2cccc3c(S(=O)(=O)Nc4ccccc4O)ccc1c23	6	5	4	-13	-3.1	.	-11	.	-9	-2
COCCNC(=O)C(c1ccc(O)cc1)N(Cc1ccccc1)C(=O)CCC(=O)Nc1nccs1 (configuration not stated)	7	5	0	1	-1.8	4	-11	-4	-8	-2
COc1c([N+](=O)[O-])c(=O)n(-c2ccccc2)c2ccccc12	12	9	8	1	-0.4	-3	9	3	5	0
O=C(/C=C/NNC(=O)c1ccc(Cl)cc1)c1ccccc1	-2	-27	0	-15	-0.7	112*	-3	-112	-11	-3
O=C(Nc1ccccc1Cl)c1c(F)c(F)c(F)c(F)c1F	-1	-26	0	11	-1.3	-16	6	16	0	8
COc1ccc(OCc2nc3c4cc(OC)c(OC)cc4nc(=S)n3[nH]2)cc1	12	-33	20	-2	-0.7	-19	-23	19	?	-3

(listing goes on)
SMILES	Rtt109 Vps75	PfHsp90 yeast 2	NSD2 HMT inh	MITF TRPM1 HTS	CAL PDZ FP-1	SR-BI HDL uptake	PvdQ inh	SR-BI uptake up	dFosB activator	CAL PDZ FP-2
COc1ccccc1CNC(=O)Cn1nnc(-c2ccncc2)n1	-1	-4	3	1	.	0	-9	0	0	9
CCOc1cc(CNCCc2ccc(S(N)(=O)=O)cc2)ccc1OCc1ccc(Cl)cc1	2	.	.	-92	-2.4	5	-16	-5	-33	-2
Cc1cccc(C)c1OCC(=O)OCC(=O)Nc1ccc(Cl)cn1	4	-26	.	0	-0.3	-17	-4	17	-3	.
CC(=O)OC(C)C[N+](C)(C)C (configuration not stated)	7	5	.	5	-0.3	1	9	22	3	-8
COCCC(=O)N1CCCC(N2CCN(c3ccc(F)cc3)CC2)C1 (configuration not stated)	-2	3	16	-4	.	-11	0	11	4	-4
COc1ccc(NC(=O)CN(C)C(=O)CC2CCCCC2)cc1	31	.	0	-4	-1.8	-10	19	10	-3	0
CC1CCCN(C(=O)CNC(=O)c2cccs2)C1 (configuration not stated)	-4	-48	2	65	-2.5	-3	-11	3	4	1
c1ccc(-c2nnc(OCc3cccnc3)c3ccccc23)cc1	8	18	-3	-4	-3.4	20	-11	-20	-30	21
CC(=O)NC1CSCC1OC(C)=O (configuration not stated)	-13	-16	10	-2	-0.8	-4	-11	4	-7	-3
CC(/C=C/c1ccccc1)=N/NC(=O)c1cnccn1	-3	.	-2	.	-0.3	-21	1	21	2	2
CC(C)CNC(=S)NNC(=O)c1csc2c1CCCC2	-3	4	1	-2	-0.9	-1	-1	1	1	-17
CCOC(=O)c1c(C)oc2c1c(C(c1ccccc1)N1CCOCC1)c(O)c1ccccc12 (configuration not stated)	-2	.	0	68	-0.3	17	-10	-17	-9	.
O=C1N=C(N2CCOCC2)S/C1=C1\C(=O)N(Cc2ccccc2)c2ccccc21	-4	8	-3	74	-1.6	-6	15	6	0	-1
Cc1ccc(-c2nnc(N3CCN(C(=O)COc4ccccc4)CC3)c3ccccc23)cc1	16	-38	1	-12	-1.8	57	2	-57	-9	0
COc1cccc(CN(C)C(=O)COc2cccc3c2OC(C)(C)C3)c1OC	-5	10	-2	5	-2.9	21	12	-21	-8	0

Other results follow:
SMILES	Rtt109 Vps75	PfHsp90 yeast 2	NSD2 HMT inh	MITF TRPM1 HTS	CAL PDZ FP-1	SR-BI HDL uptake	PvdQ inh	SR-BI uptake up	dFosB activator	CAL PDZ FP-2
CC(C)[C@H](NC(=O)CCn1nnc2ccccc2c1=O)C(=O)O	-3	.	.	.	-2.4	3	-7	-3	2	3
Cc1c(Cc2ccccc2)sc(NC(=O)c2ccco2)c1C(N)=O	0	-49	.	54	-0.1	5	-2	-5	21*	0
NC(=O)c1c(NC(=O)c2ccc(S(=O)(=O)N3CCOCC3)cc2)sc2c1CCCCC2	-3	-22	-1	-10	-0.9	-25	-13	25	-2	-5
CCS(=O)(=O)c1c(S(=O)(=O)CC)c2ccccn2c1C(N)=O	1	-14	-4	-5	-6.2	13	-12	-13	6	-3
Cc1ccccc1-n1c(SCC(=O)Nc2c(C)cccc2C)nc(O)cc1=O	3	-15	-5	-9	-2.1	.	-16	.	-10	-1
CCc1cc(C(=O)OC)c(NC(=O)CC2NCCNC2=O)s1 (configuration not stated)	-6	21	0	-11	-0.8	6	4	-6	-7	-6
Cc1ccc(-c2nc3ncccc3o2)cc1NC(=O)COc1ccccc1	-5	0	-1	-5	0.2	20	-7	-20	-10	0
O=C1NC(=O)/C(=C/c2ccc(-c3cccc([N+](=O)[O-])c3)o2)S1	-5	-15	7	.	-0.4	3	11	-3	-12	1
Cc1ccccc1C(=O)Nc1nnc(-c2ccco2)o1	-3	21	2	19	-1.4	-13	-18	13	5	0
CCOCCn1c(=NC(=O)CSCC(=O)Nc2cc(C)on2)sc2cc(OC)ccc21	2	34	0	0	-1.9	41	-11	-41	-3	-1
O=S1(=O)CCN2C(=N1)SC1=C2CCN(Cc2ccccc2)C1	12	.	1	9	-0.3	-9	-13	9	1	-1
CCc1c(C)c2ccc(OCC(=O)NCC3CCC(C(=O)O)CC3)c(C)c2oc1=O (configuration not stated)	-1	10	.	6	-0.1	-33	-3	33	2	2
COC(=O)c1sccc1NC(=O)/C=C/c1c(Cl)cccc1Cl	-3	.	0	64	-1.0	46	-9	-46	-8	-18
COc1ccc([C@H](OC)[C@@]2(Cc3ccc(O)cc3)N=C(N)N(C)C2=O)cc1	-8	.	.	2	1.4	-7	-7	7	0	0
O=C1c2ccccc2C(=O)N1c1ccccc1	1	-13	.	2	-0.8	4	-14	-4	6	-3

Next part.
SMILES	Rtt109 Vps75	PfHsp90 yeast 2	NSD2 HMT inh	MITF TRPM1 HTS	CAL PDZ FP-1	SR-BI HDL uptake	PvdQ inh	SR-BI uptake up	dFosB activator	CAL PDZ FP-2
COc1ccc2c(c1)C(=O)[C@@H](O)[C@H](c1ccc(OC)c(Br)c1)O2	-1	17	.	23	0.1	54	-19	-54	-3	-1
Brc1ccc(-c2nnc(-c3cccnc3)o2)cc1	-5	8	-3	?	-1.1	5	-9	-5	-8	-4
COC(=O)[C@@H](NC(=O)c1ccc2c(c1)S(=O)(=O)c1ccccc1C2=O)C(C)C	2	8	3	17	0.2	5	-5	-5	-4	-7
O=C(COC(=O)C12CC3CC(CC(Br)(C3)C1)C2)NNC(=O)c1ccccc1	1	-45	1	-6	-2.0	-55	-14	.	-3	-5
CN(Cc1ccccc1)C(=O)COC(=O)c1cc(S(=O)(=O)N(C)C)ccc1N1CCCC1	8	20	-1	-4	-2.7	-17	-5	17	-18	2
CCCOc1ccc(N2CC(C(=O)Nc3ccccn3)CC2=O)cc1 (configuration not stated)	1	-3	-1	4	-1.0	4	-2	-4	-6	0
Cc1oc(-c2ccc(Cl)cc2)nc1CN1CCC(C(=O)NCCCN2CCOCC2)CC1	5	.	0	.	-3.1	-46	3	46	-6	3
COc1cc(NS(=O)(=O)c2ccc(NC(=S)NC(=O)CC(C)C)cc2)nc(OC)n1	12	0	0	-13	-0.9	-41	-8	41	-8	-2
COc1cccc(C2CC(c3cccs3)=NN2C(=O)CSc2nc3ccccc3o2)c1OC (configuration not stated)	-2	16	-2	-13	-0.8	30	4	-30	6	0
Cc1ccc(NS(=O)(=O)c2cc(C(=O)N(C)C3CCN(C)CC3)ccc2Cl)cc1Cl	-17	-4	1	17	0.1	-10	-5	10	4	-5
CCOC(=O)c1[nH]c2ccccc2c1NC(=O)NC(C)C	-4	-13	1	.	1.3	-5	-11	5	-2	-4
CCOC(=O)c1cn(-c2c(Cl)cccc2Cl)c2cc(Cl)c([N+](=O)[O-])cc2c1=O	.	28	1	-17	-3.1	-13	9	13	-1	1
CCOC(=O)c1sc(-c2ccc(C(F)(F)F)cc2)nc1O	-30	106*	-4	-14	-0.8	8	-13	-8	-9	-6

An unsorted share of the library; 4.3% or so of the library scored in one or more.
